Assay outcomes (PubChem)
Mdm2-MdmX inh: inhibitors of human Mdm2/MdmX interaction | SaOS-2 split-luciferase Mdm2/MdmX complementation, luminescence | inhibition, % at 8 µM | hit rate 3% among 330,000 | O15151+Q00987;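 active = inhibition of at least 50% at 8 µM in the primary screen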
Target sequence (O15151 whole entry, looked up): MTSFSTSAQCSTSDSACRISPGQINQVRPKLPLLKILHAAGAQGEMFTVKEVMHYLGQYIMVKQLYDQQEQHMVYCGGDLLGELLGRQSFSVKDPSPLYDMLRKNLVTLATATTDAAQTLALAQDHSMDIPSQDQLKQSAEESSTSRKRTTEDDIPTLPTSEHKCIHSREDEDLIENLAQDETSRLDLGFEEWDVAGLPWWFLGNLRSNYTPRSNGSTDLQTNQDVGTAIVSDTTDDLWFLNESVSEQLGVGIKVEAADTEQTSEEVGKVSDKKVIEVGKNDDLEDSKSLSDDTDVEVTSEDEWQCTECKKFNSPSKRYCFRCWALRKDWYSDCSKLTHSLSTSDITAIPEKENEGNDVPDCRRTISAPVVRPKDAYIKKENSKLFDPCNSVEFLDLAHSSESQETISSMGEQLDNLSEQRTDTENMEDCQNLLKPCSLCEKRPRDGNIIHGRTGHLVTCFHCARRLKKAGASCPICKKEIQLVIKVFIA
Target sequence (Q00987 whole entry, looked up): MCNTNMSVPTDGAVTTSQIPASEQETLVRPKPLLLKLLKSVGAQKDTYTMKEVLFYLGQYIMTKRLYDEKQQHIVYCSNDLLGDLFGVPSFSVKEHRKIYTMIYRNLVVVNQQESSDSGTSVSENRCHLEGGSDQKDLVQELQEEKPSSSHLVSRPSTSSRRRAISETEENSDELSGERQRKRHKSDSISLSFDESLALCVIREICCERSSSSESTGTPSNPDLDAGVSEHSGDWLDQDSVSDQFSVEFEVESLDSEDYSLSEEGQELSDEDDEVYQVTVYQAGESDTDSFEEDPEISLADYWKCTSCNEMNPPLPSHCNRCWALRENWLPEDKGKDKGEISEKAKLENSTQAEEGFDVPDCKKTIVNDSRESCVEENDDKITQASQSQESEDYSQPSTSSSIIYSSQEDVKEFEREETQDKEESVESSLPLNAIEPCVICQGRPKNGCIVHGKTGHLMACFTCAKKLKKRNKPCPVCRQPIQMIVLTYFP
697 NFkB inh: inhibitors of the PMA/ionomycin-induced NF-kB reporter in 697 B cells | hit rate 0.33% among 330,000 | 697 B-cell NF-kB luciferase reporter, 16 h | inhibition, % at 4 µM; in the data active = inhibition above about 35%
tim10-1 inh: growth inhibitors of tim10-1 mutant yeast; S. cerevisiae tim10-1 ts strain growth, BacTiter-Glo, 24 h; inhibition, % at 20 µM; hit rate 2.2% among 330,000; AID 463190;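 active = inhibition of at least 40%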;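 also: mutant grown at 25 °C; 0% = DMSO wells with yeast and 100% = wells holding no yeast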
tim23-1 inh: inhibits growth of tim23-1 mutant yeast | hit rate 1.3% among 330,000 | inhibition, % at 20 µM | S. cerevisiae tim23-1 growth, BacTiter-Glo luminescence, 24 h | AID 463212;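 active = growth inhibition of the mutant yeast at or above 50%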;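 also: temperature-sensitive mutant grown at 25 °C; plate controls were DMSO-treated mutant yeast for no effect and medium wells lacking yeast for full effect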
CHOP UPR activ: apoptotic UPR (CHOP) activation | AID 449763 | activation, % at 10 µM | CHO-CHOP luciferase reporter, luminescence; percent of tunicamycin response over DMSO baseline | hit rate 0.34% among 330,000;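 active = at 10 µM dose, activation of 40% or more, normalized to positive control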;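 also: 100% = tunicamycin at 10 µg/mL and 0% = DMSO alone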
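System: CHO-CHOP luciferase reporter cell line; amount: 500 cells/well; buffer or medium: F12 medium containing 10% fetal bovine serum; incubation: 6 h compound exposure at 37 °C after overnight seeding; measured by: luciferase luminescence after 10 min with Steady-Glo reagent; evaluation: % reporter activation, DMSO baseline versus tunicamycin full activation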
Jurkat NFkB inh: lowers PMA/ionomycin-induced NF-kB signal in Jurkat cells. hit rate 0.53% among 330,000. inhibition, % at 4 µM. PMA/ionomycin-induced NF-kB luciferase reporter, luminescence; in the data active = inhibition above about 50%
XBP1 UPR activ: activators of adaptive arm of unfolded protein response (XBP1); hit rate 0.33% among 330,000; AID 463104; CHO-XBP1 luciferase reporter, IRE1-XBP1 UPR activation, luminescence; percent of tunicamycin response, DMSO as zero; activation, % at 20 µM;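 active = versus positive control, 20 µM dose yields 30% or more activation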;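 also: 100% = tunicamycin at 10 µg/mL and 0% = DMSO only wells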
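Test system: CHO-XBP1 luciferase reporter cells | Buffer or medium: Serum-containing F12 medium, 10% FBS | Schedule: 6 h compound exposure at 37 °C, 5% CO2 | Detection: Steady-Glo luciferase glow luminescence, 10 min after reagent addition | Read-out basis: Activation, % of tunicamycin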
TIM10 inh: TIM10 yeast growth inhibition. inhibition, % at 10 µM. S. cerevisiae TIM10 strain growth, BacTiter-Glo luminescence, 24 h. AID 463195. hit rate 1.4% among 330,000;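 active = inhibition of 40% or more at the single tested concentration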;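 also: wild-type TIM10 isogenic control strain grown at permissive 25 °C; 0% = DMSO yeast wells and 100% = minimal medium wells without yeast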
An asterisk follows results filed as active.

SMILES	Mdm2-MdmX inh	697 NFkB inh	tim10-1 inh	tim23-1 inh	CHOP UPR activ	Jurkat NFkB inh	XBP1 UPR activ	TIM10 inh
CC(C)c1ccc(NC(=O)C2C3C=CC4(O3)C2C(=O)N(CCCN2CCOCC2)C4C(=O)NC2CCCCC2)cc1 (stereo unspecified)	6	5	4	15	-0.5	16	-5	6
COc1cccc(NC(=O)c2cccc(Cl)c2)c1	-63	-17	-22	19	5.9	-104	2	-25
O=[N+]([O-])c1ccc(S(=O)(=O)CC(CN2CCCCC2)N2CCCCC2)cc1 (stereo unspecified)	100*	-9	34	33	19	41	-11	37
COc1ccc(NC(=O)CSc2n[nH]c(CNc3cccc(C)c3)n2)cc1	7	-1	11	11	-1.6	-17	-3	-12
Cc1ccccc1NC(=O)CSc1nc2ccccc2o1	-97	9	20	29	-0.3	-72	2	19
Cc1cccc(N2N=C(C(=O)Nc3nc(C)cs3)CCC2=O)c1	13	6	8	11	-0.9	-9	-6	-8
O=[N+]([O-])c1cc([N+](=O)[O-])c(Oc2c(Cl)cccc2Cl)cc1NN1CCCCC1	25	14	4	7	2.7	-1	3	6
O=C(Cn1c(COc2ccccc2)nc2ccccc21)Nc1cc(Cl)cc(Cl)c1	44	-3	23	-10	5.6	11	18	-10
CC(=O)Nc1ccc(S(=O)(=O)Nc2ccc3c(c2)OCCO3)cc1	18	-12	-18	5	-3.4	-8	-4	-3
O=C(N/N=C/c1cccc([N+](=O)[O-])c1)c1c[nH]c2ccccc12	7	-48	2	3	5.5	-55	2	-9
Cc1ccc(S(=O)(=O)NN)c(C)c1N1CCCC1=O	10	24	-15	7	0.9	-5	4	-2
Oc1ccc(Br)cc1CNc1cnc2ccccc2c1	30	-20	19	76*	2.5	-6	-1	27
CCCC12CN3CCN(CC(C3)/C1=N\NC(=O)c1ccc(F)cc1)C2	5	9	9	9	3.0	-9	-2	-3
Cn1c(SCC(=O)Nc2ccccc2O)nnc1-c1ccco1	13	7	-3	9	2.1	3	-2	-6
CC(C)[C@H](NC(=O)[C@@H]1CSC2c3ccccc3C(=O)N21)C(=O)NC1CCCC1 (stereo partly specified)	-11	20	12	10	1.2	6	-5	-2
CC1(C)Cc2c(sc3nc4n(c(=N)c23)CCCCC4)CO1	-45	17	8	13	0.4	-8	-2	3
CCc1nnc(NC(=O)CN2C(=O)NC3(CC(C)CC(C)(C)C3)C2=O)s1 (stereo unspecified)	15	-5	2	-6	0.9	3	-3	12
COc1cc(-c2cc(=O)c3c(O)c(OC)c(OC)c(OC)c3o2)cc(OC)c1OC	35	39*	22	29	1.2	0	4	22
N#Cc1ccccc1CN1C(=O)S/C(=C/c2cccn2-c2ccc(C(=O)O)cc2)C1=O	12	20	11	13	-2.5	7	-1	-6
C=CCn1c(SCC(=O)Nc2nncs2)nnc1-c1ccco1	-2	1	-9	13	0.3	0	-2	-8
CCCN(CCC)CCCNC(=O)CC(C(=O)N1CCc2ccccc21)n1ccnc1 (stereo unspecified)	22	1	12	-1	0.4	7	-1	3
CCC(CC)C(=O)Nc1c(C(=O)N2CCN(c3ccccc3)CC2)oc2ccccc12	6	-5	39	51*	0.3	9	-3	28
Nc1nc(C2CCCN2S(=O)(=O)c2ccc(Cl)cc2)cs1 (stereo unspecified)	-14	-20	30	5	-1.0	2	-1	3
CC(=O)C1=C(C)NC(SCC(=O)c2ccc(F)cc2)=C(C#N)C1CC(C)C (stereo unspecified)	13	-15	20	22	0.6	-17	0	19
O=C(O)C1CCN(S(=O)(=O)c2ccc3c(c2)OCCCO3)CC1	14	-1	13	5	1.4	5	0	-16

Arranged by the number under 697 NFkB inh (low to high): some entries from above.
structure	697 NFkB inh
Nc1nc(C2CCCN2S(=O)(=O)c2ccc(Cl)cc2)cs1 (stereo unspecified)	-20
CC(=O)Nc1ccc(S(=O)(=O)Nc2ccc3c(c2)OCCO3)cc1	-12
CCc1nnc(NC(=O)CN2C(=O)NC3(CC(C)CC(C)(C)C3)C2=O)s1 (stereo unspecified)	-5
COc1ccc(NC(=O)CSc2n[nH]c(CNc3cccc(C)c3)n2)cc1	-1
Cn1c(SCC(=O)Nc2ccccc2O)nnc1-c1ccco1	7

Continued.
SMILES	Mdm2-MdmX inh	697 NFkB inh	tim10-1 inh	tim23-1 inh	CHOP UPR activ	Jurkat NFkB inh	XBP1 UPR activ	TIM10 inh
O=C(COc1ccccc1Cl)NC(=S)N1CCc2ccccc21	8	-15	10	34	-0.6	-5	-2	36
COc1ccc(-c2nc(CN(Cc3cnn(C)c3)C(C)C)c(C)o2)c(OC)c1	14	3	9	13	-2.5	-6	-4	5
Cc1oc2c(CN3CCCCC3)c(O)ccc2c(=O)c1-c1ccc(Cl)cc1	-12	10	3	5	2.6	12	-4	14
Cc1ccc(NC(=O)COC(=O)Cn2cnc3c2c(=O)n(C)c(=O)n3C)cc1Cl	8	24	-6	24	-0.4	-5	0	-10
CC1=NN(C(=S)Nc2ccccc2)C(C)(C)C1	23	-11	15	16	0.5	1	-1	16
COc1cccc(NC(=O)CCNS(=O)(=O)c2ccc3c(c2)CC(C)N3C(=O)C2CC2)c1 (stereo unspecified)	21	-20	8	17	-0.8	3	-3	-2
O=C(C(F)C(F)(F)F)N1CCN(c2ccccc2)CC1 (stereo unspecified)	15	12	29	3	-1.0	3	1	9
O=C1c2ccc(Oc3ccc([N+](=O)[O-])cc3)cc2C(=O)N1c1ccncc1	3	14	13	3	-2.3	3	4	-5
COc1ccc(CSc2nncn2N)cc1Br	20	10	13	4	-1.4	-4	-2	-11
COc1ccccc1Nc1nc(N)nc(CCl)n1	72*	8	9	7	3.3	7	5	14
CC[C@@]1(C(=O)OC)N[C@H](CN(C)C(=O)C2CCCCC2)[C@@H]2C(=O)N(Cc3ccccc3)C(=O)[C@@H]21	7	-12	21	13	0.5	-5	-1	12
CCCCCC(=O)NC(=S)NNC(=O)c1ccc([N+](=O)[O-])cc1	41	5	-2	42	-1.4	0	1	12
CCCCC1(c2ccc(F)cc2)NC(=O)N(CC(=O)Nc2ccc(N3CCOCC3)cc2)C1=O (stereo unspecified)	-9	4	-1	5	0.6	1	-3	16
Cc1onc(-c2ccccc2)c1-c1ccnn1S(=O)(=O)c1ccc(Cl)cc1	32	-17	20	15	0.1	-5	-5	25
Cc1ccsc1/C=C(\CC(=O)O)c1nc2ccccc2o1	4	3	0	4	3.2	-4	0	-1
Cc1cc(-c2ccccc2)c2c(=O)[nH][nH]c2n1	5	-45	26	9	2.1	-8	2	-11
Cc1cc(C)c(NC(=O)C2=CCN(S(=O)(=O)c3ccc(F)cc3)CC2)c(C)c1	15	1	5	9	0.0	3	0	5
CC(Oc1ccc(Cl)cc1)C(=O)Nc1ccccc1C(=O)N1CCOCC1 (stereo unspecified)	12	23	14	19	0.5	20	0	2
Cc1cc(C)c(S(=O)(=O)N2CCCOC2CNC(=O)C(=O)NCCC2=CCCCC2)c(C)c1 (stereo unspecified)	15	2	28	34	-0.5	9	-2	13
CCOC(=O)C1CCCN(C(=O)C2CCN(S(=O)(=O)CC)CC2)C1 (stereo unspecified)	-1	10	8	2	0.6	5	0	-7
CCCn1c(NC(=O)C2CCN(C(=O)c3ccc(F)cc3)CC2)nc2ccccc21	17	1	20	12	-0.1	-10	-1	6
CC(=O)Nc1ccc(NC(=O)CNC(=O)c2cccc(C)c2)cc1	2	-3	-14	6	-0.2	-10	-2	-7
Cc1cccc(NC(=S)NC(NC(=O)OCc2ccccc2)C(Cl)(Cl)Cl)c1 (stereo unspecified)	19	1	6	-6	1.6	-5	-4	-1
COc1ccc(-c2oc3ncnc(NCCCN(C)C)c3c2-c2ccc(OC)cc2)cc1	97*	-21	40*	17	4.5	32	11	19
Cc1ccc(-c2c3c(=O)n(C)c(=O)n(C)c3cn2Cc2cccnc2)cc1	-34	5	-4	16	0.9	0	-5	1
SMILES	Mdm2-MdmX inh	697 NFkB inh	tim10-1 inh	tim23-1 inh	CHOP UPR activ	Jurkat NFkB inh	XBP1 UPR activ	TIM10 inh
COc1cccc(C(=O)NCC(=O)OCC(=O)c2ccccc2)c1	-31	12	13	0	3.4	2	6	12
O=S(=O)(c1cnc[nH]1)N1CCCCCC1	14	1	-3	5	-1.0	8	-4	1
O=C(/C=C/NCc1cccnc1)C(F)(F)C(F)(F)F	20	10	13	18	-1.3	-2	0	-8
O=c1[nH]cnc2c1ncn2[C@@H]1O[C@H](CO)[C@@H](O)[C@H]1O	8	4	-35	3	-0.4	-5	-8	-3
O=C(NC(=S)Nc1ccc(F)cc1)c1ccc2c(c1)OCCO2	-26	-162	20	4	2.2	-84	4	23
COC(=O)CN1CCN(C(=O)c2ccc(F)cc2)c2ccccc2C1	-4	-20	13	7	-1.5	-2	-1	3
COc1ccc(C(=O)Nc2nc(N)n(-c3ccccc3)n2)cc1	-18	2	9	0	5.4	-8	1	-6
Cc1nc(CN2CCN(C(=O)NC3(c4ccccc4)CC3)CC2)cs1	3	-2	-15	7	1.2	-1	-4	-11
COC(=O)C1=C(C)N(Cc2ccccc2)C(=NCc2cc(OC)c(OC)c(OC)c2)N[C@H]1CCc1ccccc1	41	10	-4	-3	0.4	5	-3	3
O=C(Oc1ccccc1Cl)c1ccccc1P(=O)(O)O	15	-3	-14	0	-1.7	-11	-1	-8
OCCCN1CCN(CCCOc2ccccc2-c2ccccc2)CC1	-10	-14	-1	13	1.6	-14	-1	4
CC1(C)CC(=O)C=C(NCc2ccccc2)C1	24	9	-6	-3	-0.2	-4	-3	-13
Cc1ccc(/C=N/N2C(=S)SC(C)(C)C2N(O)C(=O)Nc2ccc([N+](=O)[O-])cc2)cc1 (stereo unspecified)	67*	7	-4	-6	3.4	-2	6	-1
CCOC(=O)c1c(C)[nH]c(C2=NNC(=NC(C)COC)SC2)c1C (stereo unspecified)	-52	-64	21	17	2.1	-59	-2	14
COc1ccc2c(c1)CCc1c(C(=O)NC3CCCCC3)noc1-2	-117	-146	10	4	3.1	-180	-1	-11
COc1cc(/C=C/C(=O)O)cc(S(=O)(=O)Nc2ccc3c(c2)OCO3)c1OC	-6	-11	3	8	0.6	-4	1	5
O=C(NC1=NCCS1)c1ccc(Cl)s1	-58	-50	8	4	4.9	-75	2	19
O=C(CCCCCCCC(=O)NNC(=O)Nc1ccccc1)NNC(=O)Nc1ccccc1	-2	-1	14	-10	0.4	3	-1	3
CNC(=O)c1c(NC(=O)c2ccc(N3C(=O)CCC3=O)cc2)sc2c1CCC(C)C2 (stereo unspecified)	13	0	29	30	-1.5	-18	2	-5
O=C(c1ccc2c(c1)OCO2)N1CCOCC1	4	16	-6	4	-0.1	4	-1	3
COC(=O)c1cc(S(=O)(=O)N2CCCCC2)c[nH]1	-10	0	-3	-7	-0.9	3	-1	-5
O=C(CNC(=O)c1ccco1)NCC(=O)OCc1c(F)cccc1Cl	8	6	4	9	1.7	6	-5	5
CC1(C)SCC2C(=O)N3C(CSC3(C)C)C(=O)N21 (stereo unspecified)	17	0	3	4	0.9	-1	-2	7
O=C(CN=C1NS(=O)(=O)c2ccccc21)OCC(=O)c1ccccc1	17	15	3	3	2.7	-5	2	6
Cc1cc(=O)[nH]c(SCC(=O)c2ccc(C(C)C)cc2)n1	-7	-24	15	30	4.1	-3	0	7

Among those listed so far, these contain bromine:
SMILES	Mdm2-MdmX inh	697 NFkB inh	tim10-1 inh	tim23-1 inh	CHOP UPR activ	Jurkat NFkB inh	XBP1 UPR activ	TIM10 inh
Oc1ccc(Br)cc1CNc1cnc2ccccc2c1	30	-20	19	76*	2.5	-6	-1	27
COc1ccc(CSc2nncn2N)cc1Br	20	10	13	4	-1.4	-4	-2	-11
